Compound activity from PubChem BioAssay.
GalR3 antag: GalR3 antagonists in HEK293 cells, primary screen, cell-based, fluorescence readout | Galanin receptor type 3 (Homo sapiens), O60755 | HEK293 GalR3-CNG cAMP membrane potential fluorescence; galR3 body fused to GalR1 C-terminus | inhibition, % at 3 µM | 360,000 tested, 0.44% active;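 active = inhibition above the screen-wide average plus 3 SD, cut at about 13% in these data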;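 also: forskolin and galanin both at EC90 stimulate the cells; cAMP rise reported by CNG channel membrane potential dye signal; 0% = forskolin plus galanin with DMSO and 100% = forskolin alone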
Target sequence (O60755 1-299 limits assumed): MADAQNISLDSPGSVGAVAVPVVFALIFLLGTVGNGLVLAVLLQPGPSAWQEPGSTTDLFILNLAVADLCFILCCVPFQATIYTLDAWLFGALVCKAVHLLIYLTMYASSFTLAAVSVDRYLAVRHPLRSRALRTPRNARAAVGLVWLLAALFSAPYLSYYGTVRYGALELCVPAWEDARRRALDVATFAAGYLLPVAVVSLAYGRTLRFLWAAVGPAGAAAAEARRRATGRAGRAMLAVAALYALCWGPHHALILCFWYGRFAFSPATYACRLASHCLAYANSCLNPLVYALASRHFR
MEKK2 WT-MEK5: modulators of MEK5 binding to wildtype MEKK2, primary screen, biochemical, multiplex bead flow cytometry, Alexa488-MEK5 | Alexa488-MEK5 binding to MEKK2 WT; actives lie on both sides | Mitogen-activated protein kinase kinase kinase 2 (Homo sapiens), Q9Y2U5 | AID 1531, 2009 | 290,000 tested, 1.1% active | binding response (% of control), % at 10 µM; in the data active = binding response below about 67% or above about 130%; inconclusive = no clear call, values can overlap the other calls; inactive = in between
FID counter: compounds displacing fluorescent DNA intercalator, primary screen, artefact control for HCV NS3 helicase inhibitor project, biochemical, FID fluorescence; 290,000 tested, 0.17% active; AID 1845, 2009; DNA fluorescent intercalator displacement; inhibition, % at 7.9 µM; in the data active = inhibition above about 37%;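 also: 0% = vehicle and 100% = reference compound; higher means more ethidium bromide displaced from hairpin DNA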
CRFR2-BP ag: agonists of CRF-BP/CRF-R2 complex, primary screen, cell-based, HEK293, calcium dye fluorescence, uHTS; CRF-binding protein / CRF receptor 2 complex (human); calcium dye fluorescence (FLIPR); percent of saturating CRF peptide response; activation, % at 13.2 µM; 350,000 tested, 0.46% active;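 active = activation of at least 50%, plus an integration ratio under a set limit after plate pattern correction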;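 also: plate controls were neutral control wells without compound for no effect and CRF at EC100 for full effect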
CRFR2-BP antag: antagonists of CRF-BP/CRF-R2 complex, primary screen, cell-based, HEK293, calcium dye fluorescence, uHTS | inhibition, % at 11.8 µM | CRF-induced calcium fluorescence | 350,000 tested, 0.59% active;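 active = inhibition of the ligand-induced calcium signal above about 50% at the single tested concentration, limit read from the data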
MEKK2 mut-MEK5: MEK5 binding signal on mutant MEKK2 PB1, primary screen, biochemical, multiplex bead flow cytometry, Alexa488-MEK5; Alexa488-MEK5 binding to MEKK2 mutant; percent response, % at 10 µM; 290,000 tested, 0.35% active; in the data active = percent response above about 24%, passing the limit was not always enough; also: inactives centre near 1; some results filed as inactive read as strong as hits
MEKK3 PB1 HTS: modulators of MEKK3-MEK5 PB1 binding, primary screen, biochemical, wildtype MEKK3, multiplex bead flow cytometry, Alexa488-MEK5; Mitogen-activated protein kinase kinase kinase 3 (Homo sapiens), Q99759; bead-based flow cytometry, Alexa488-MEK5 binding to MEKK3; actives lie on both sides; 0 = blocked by unlabeled MEK5, 100 = vehicle; binding response (% of control), % at 10 µM; 290,000 tested, 1.4% active; AID 1529, 2009;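 active = binding response more than 3 SD above or below the average of its plate-row segment, actives on both sides; inconclusive = wells at one plate position flagged as instrument error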;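 also: Alexa488 bead fluorescence after subtracting the streptavidin-only scavenger bead signal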
Target sequence (Q99759 whole entry, looked up): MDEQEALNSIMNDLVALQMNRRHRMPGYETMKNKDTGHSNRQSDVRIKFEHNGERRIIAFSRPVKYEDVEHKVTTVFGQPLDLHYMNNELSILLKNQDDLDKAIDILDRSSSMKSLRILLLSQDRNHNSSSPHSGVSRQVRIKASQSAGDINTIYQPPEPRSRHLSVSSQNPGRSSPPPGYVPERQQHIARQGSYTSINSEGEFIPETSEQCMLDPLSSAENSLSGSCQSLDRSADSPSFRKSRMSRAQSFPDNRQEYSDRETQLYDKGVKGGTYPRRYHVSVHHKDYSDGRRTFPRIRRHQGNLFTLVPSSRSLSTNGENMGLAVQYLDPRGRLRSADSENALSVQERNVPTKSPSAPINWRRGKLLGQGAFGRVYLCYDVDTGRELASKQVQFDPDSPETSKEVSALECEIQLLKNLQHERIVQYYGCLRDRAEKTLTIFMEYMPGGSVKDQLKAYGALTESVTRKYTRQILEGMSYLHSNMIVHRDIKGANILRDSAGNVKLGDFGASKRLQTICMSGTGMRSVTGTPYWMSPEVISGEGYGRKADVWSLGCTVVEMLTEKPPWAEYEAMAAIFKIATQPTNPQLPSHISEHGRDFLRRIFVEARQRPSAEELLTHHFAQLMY
HCV NS3 hel inh: inhibitors of HCV NS3 helicase, primary screen, biochemical, Cy5 molecular beacon fluorescence; AID 1800, 2009; Hepatitis C virus NS3 helicase; NS3 helicase DNA unwinding; 290,000 tested, 0.56% active; inhibition, % at 10.9 µM;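 active = inhibition above the mean of all tested compounds plus 3 SD, set per campaign, cut at about 35% in these data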;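 also: 0% = DMSO wells and 100% = thioflavine S control wells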
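System: Hepatitis C virus NS3 helicase domain fragment enzyme | Reagent: Annealed dual-labelled DNA beacon duplex, ATP-started | Compound dosing: 10.9 µM single point, 0.8% DMSO | Incubation: 1 h reaction at 25 °C, ATP-initiated | Technique: Cy5 fluorescence | Evaluation: Percent inhibition from t60/t0 fluorescence ratio | Benchmarks: Low DMSO, high thioflavine S at 110 µM | Replication: Singlicate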
SUMO HTRF inh: inhibitors of in vitro SUMOylation cascade, primary screen, biochemical, HTRF, uHTS | SUMO-conjugating enzyme UBC9 (Homo sapiens), P63279 | HTRF SUMOylation assay, SAE1/SAE2 + UBC9 | inhibition, % at 35 µM | 290,000 tested, 0.36% active | AID 2006, 2009; in the data active = inhibition above about 50%, passing the limit was not always enough; inconclusive = no clear call, values can overlap the other calls; also: strong numbers were not always called active
Target sequence (P63279 whole entry, looked up): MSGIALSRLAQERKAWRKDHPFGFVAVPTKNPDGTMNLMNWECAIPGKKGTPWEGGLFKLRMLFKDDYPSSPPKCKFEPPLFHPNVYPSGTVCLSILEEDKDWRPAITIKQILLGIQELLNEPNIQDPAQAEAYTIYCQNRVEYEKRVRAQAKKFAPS
Active calls of the source: *; ? = inconclusive; nt = not tested or not shown.

SMILES	GalR3 antag	MEKK2 WT-MEK5	FID counter	CRFR2-BP ag	CRFR2-BP antag	MEKK2 mut-MEK5	MEKK3 PB1 HTS	HCV NS3 hel inh	SUMO HTRF inh
Cc1ccc(C)n1-n1cnc2sc(-c3ccccc3)cc2c1=O	-6	96	-12	-1.5	-5	-8	92	18	-5
COc1cn(-c2ccccc2)nc1C(=O)NCc1ccc(C)cc1	-10	96	-22	0.3	3	-3	100	3	-14
Cc1cc(C)nc(N/N=C2/CCCC/C2=C\c2ccccc2)n1	0	?	9	0.1	5	-27	?	11	13
CCCNC(=O)NCc1ccc(N2CCCC2=O)cc1	-1	98	0	-0.1	7	3	100	-2	8
CC(C)Cn1c(=O)c(-[n+]2ccccc2)c([O-])c2ccccc21	-4	96	9	1.8	-3	-12	105	-1	7
Cc1ccc(-c2nnn(CC(=O)N(c3ccccc3F)C(C(=O)NCC3CCCO3)c3c[nH]c4ccccc34)n2)cc1 (centres undefined)	-4	86	-13	1.5	-27	-6	95	-14	-68
CN(C)S(=O)(=O)N(CCN1CCOCC1)Cc1ccccc1F	1	112	-5	0.0	22	24*	105	4	5
N#Cc1c2n(c3c(=O)n(CC(=O)c4ccc(Br)cc4)cnc13)CCCC2	2	101	-8	-0.9	-11	10	102	4	1
CCCCOc1ccc(/C=N/NC(=O)C2CCCNC2=O)cc1 (centres undefined)	-1	88	-14	-0.8	2	-18	84	-1	23
COc1ccc(-c2csc3nc(C)nc(N4CCCCC4)c23)cc1OC	-4	96	-31	-1.9	2	-5	103	-26	-33
CCOc1ccc(S(=O)(=O)N(C)CC(=O)NC2CCCC2)cc1	-4	111	-11	-1.9	-1	9	105	1	8
COC(=O)C1CCN(C(=O)c2ccc3nccnc3c2)CC1	-2	100	-7	3.2	-5	6	102	-2	0
Cc1cc(C)cc(N(C)S(=O)(=O)c2nnc(NC(=O)C(C)C)s2)c1	-4	104	-22	0.2	-10	14	110	-6	0
COc1cc(C2C(C#N)=C(N)N(Nc3ccccc3)C3=C2C(=O)CC(C)(C)C3)ccc1OCc1ccccc1 (centres undefined)	-5	97	-14	-0.1	30	8	105	0	-7
CC(=O)c1cc(F)c(N2CCN(C(=O)C(C)(C)C)CC2)cc1C	-2	112	-18	-5.2	74*	11	109	-13	12
COc1ccc(NC(=O)CN(c2ccc(OC)c(Cl)c2)S(=O)(=O)c2ccccc2)c(OC)c1	10	101	-16	1.3	-36	4	106	-9	8
Cc1ccc(NC(=O)CCS(=O)(=O)c2ccc3c(c2)NC(=O)C(C)S3)cc1Cl (centres undefined)	-9	102	-19	3.5	-54	6	106	-5	5
CC(C)(C)C1CCc2c(C(=O)NNC(=O)CCC(=O)O)csc2C1 (centres undefined)	0	95	-16	-0.9	1	-3	92	6	2
CC(C)(C)NS(=O)(=O)c1ccc(NC(=O)NC2CCCCC2)cc1	-6	98	-16	-0.8	-53	2	101	9	4
O=C(COC(=O)c1c2c(nc3ccccc13)CCCCC2)c1ccc(Cl)s1	-9	111	-9	2.8	-3	18	108	-13	-21
COc1cccc(OCCOCCNCCO)c1	nt	105	4	nt	nt	11	104	-1	-26
COc1ccc(-c2cc(-c3nnc(COC(=O)CC4CC5CCC4C5)o3)c3ccccc3n2)cc1OC (centres undefined)	0	101	-8	2.8	-22	2	100	11	8
CC(=O)Nc1ccc(NC(=O)CN(c2ccccc2Cl)S(C)(=O)=O)cc1	-2	nt	0	1.1	9	nt	nt	5	-10
CCOC(=O)C(C)Sc1nnc(Cn2c(=O)sc3ccccc32)n1-c1ccccc1 (centres undefined)	-5	nt	-39	-2.9	2	nt	nt	1	12
CC(C)C(=O)NS(=O)(=O)c1ccc(NS(C)(=O)=O)cc1	0	94	-1	-0.7	10	-7	90	2	12
Cc1ccc(C2(COC(=O)C(C)C)CO2)c(OC(=O)C(C)C)c1 (centres undefined)	-6	99	nt	1.9	-4	3	106	nt	-22
Cc1ccc(CN2CCCN(C)CC2)c(C)c1	-3	108	7	1.1	13	3	106	-5	6
Cc1ncc([N+](=O)[O-])n1CCOC(=O)NC(Nc1ccc(F)cc1)C(Cl)(Cl)Cl (centres undefined)	-6	100	-1	-1.5	-1	5	102	-7	7
CCC(=O)Nc1cccc(NC(=O)c2ccc(Br)cc2)c1	-3	107	-4	-1.8	7	1	135*	4	10
O=C(Nc1cccc(-n2cnnn2)c1)c1cccs1	-6	102	-1	-0.4	-4	5	101	12	3
COc1cccc(-n2c(=S)sc3c(=O)n(-c4ccccc4OC)c(=S)[nH]c32)c1	-3	103	-21	2.3	19	3	103	-6	-6
CC(C)=CC(=O)OCC(=O)Nc1ncc(Cl)c(C)c1Cl	-5	99	-15	1.1	11	4	105	14	4
O=C(Oc1ccc(C(=S)N2CCOCC2)cc1Br)c1cc(Cl)ccc1Cl	-3	105	0	0.0	8	6	108	3	-24
CN1CCN(/C(=N\S(=O)(=O)c2ccc(F)cc2)c2ccccc2)CC1	6	93	-3	-3.6	18	-8	85	-1	0
Cc1cc2c(Nc3ccc(C(=O)O)cc3)ncnc2s1	-7	103	3	0.9	-3	1	101	-1	18
CC(=O)Cc1nsc(NC(=O)c2ccccc2)n1	-2	103	-8	4.4	-2	0	103	-6	6
COc1ccc(-c2ccc(SCC(=O)NCC3CCCO3)nn2)cc1OC (centres undefined)	5	108	-27	-1.4	1	-2	98	7	0
O=C(Cn1nc(Cc2cccnc2)c2ccccc2c1=O)NCc1ccc2c(c1)OCO2	nt	102	-17	-0.5	-10	7	98	-1	8
Cc1ccc(NC(=O)CC(=O)c2ccccc2)cc1C	-10	97	-5	0.3	-11	-5	95	-1	12
CN(c1ccc(OCC(=O)OCC(=O)Nc2c(F)c(F)c(F)c(F)c2F)cc1)S(=O)(=O)c1ccc(F)cc1	-4	107	-11	9.4	24	-1	102	4	-6
CCOCCCNC(=O)c1ccc(CS(=O)(=O)Cc2cccc(C)c2)o1	0	?	-15	-0.8	8	-23	?	6	17
CSc1nc(O)c(C(c2ccc(O)cc2)c2c(O)nc(SC)[nH]c2=O)c(=O)[nH]1	-2	110	2	-0.3	5	3	110	4	-1
COc1cc(OC)c(OC)cc1CNCCNC(=O)c1ccco1	-7	98	-2	-0.2	6	-2	97	10	0
CCc1onc(C)c1C(=O)O	3	100	3	6.2	1	1	104	2	10
CCO[C@H]1OC(C(=O)NC2CC2)=C[C@@H](c2ccc(C(F)(F)F)cc2)[C@@H]1CCCO	-3	107	-31	-1.7	4	2	104	3	-2
COc1ccc(Cc2nnc(NC(=O)c3ccc(OC(C)=O)cc3)s2)cc1OC	-10	110	-32	0.8	-9	3	102	-1	-8
CC(C)c1ccc(/C=C/C(=O)NCCCc2ccccc2)cc1	-6	100	-25	-3.1	11	-4	91	-8	-18
O=C(CC1C(=O)NCCN1C(=O)c1ccc(Cl)cc1)Nc1ccc(F)cc1 (centres undefined)	0	101	-12	6.7	-30	1	101	-2	8
CN1CCCN(C(=O)CC(c2ccccc2)c2ccccc2)CC1	-4	105	5	-1.3	14	3	103	-8	6
CCCCc1n[nH]c2c1/C(=N/O)CC(c1ccccc1)C2 (centres undefined)	-4	98	-11	-2.2	3	-8	97	4	-3
CCOC(=O)/C(C#N)=N\Nc1ccc(S(=O)(=O)Nc2nc(C)cc(C)n2)cc1	-2	99	-7	1.7	7	-1	98	-6	-13
CCOc1ccccc1NS(=O)(=O)c1cccc2nsnc12	-7	103	0	-1.3	-7	3	106	7	7
CCn1c(NC(=O)C(C)C)c(-c2cccs2)c(=O)c2ccccc21	-4	102	-3	-1.4	15	-11	96	8	16
CC1=C(C(=O)N2CCN(c3cc(C)ccc3C)CC2)C2(CCCCC2)OC1=O	-2	96	0	2.0	-10	-4	96	3	-5
O=C(NC(=O)c1ccccc1O)c1ccc2c(c1)CCO2	-4	104	-7	0.6	-21	0	107	-1	17
Cc1ccc(S(=O)(=O)CC(=O)Nc2nc(-c3ccccc3)cs2)cc1	-2	103	-11	-0.9	-13	-1	107	16	-15
COc1ccccc1NC(=O)Cc1nnc(SCC(=O)c2ccc(F)cc2)n1C	-3	107	-21	0.4	-8	6	103	-3	19
CN(C(=O)c1ccc(COc2ccccc2Br)o1)c1ccccc1	7	102	-32	-2.0	-1	1	105	-7	-27
CCC(C)NC(=O)COC(=O)c1ccc(Cl)cc1O (centres undefined)	-7	94	-1	-0.4	8	-6	107	1	10
Cc1ccc(S(=O)(=O)Cn2nnnc2CN(Cc2ccco2)CC2CCCO2)cc1 (centres undefined)	-2	97	-21	-2.1	12	3	97	-4	-8
Later entries.
SMILES	GalR3 antag	MEKK2 WT-MEK5	FID counter	CRFR2-BP ag	CRFR2-BP antag	MEKK2 mut-MEK5	MEKK3 PB1 HTS	HCV NS3 hel inh	SUMO HTRF inh
CCn1cc(Br)c(C(=O)Nc2ccc(F)cc2F)n1	-5	110	-1	0.5	9	8	106	-11	-20
Cc1ccc(SCC(=O)N=C2NC(=O)CS2)cc1	-9	102	1	1.8	-5	-1	97	6	9
CCOC(=O)COc1cc(Br)c(/C=N/Nc2ccccc2)cc1OC	-4	nt	-5	0.3	1	nt	nt	-6	-6
C(=C\c1ccccc1)/C=N/n1cnnc1	-6	97	-2	-1.6	0	-1	101	2	17
COc1cccc(N(CC(=O)NC2CCCC2)C(=O)CCC(=O)Nc2nccs2)c1	-9	102	-35	-0.3	-9	3	104	-8	13
CCOC(=O)c1c(C)n(C)c2ccc(OC)c([N+](=O)[O-])c12	-6	93	0	0.8	32	-6	96	-1	20
CC(=O)NC(Cc1ccc(C(C)C)cc1)C(=O)NC1CCN(C(=O)c2cccc(C)c2)CC1 (centres undefined)	-9	111	-38	1.1	53*	6	103	-3	-20
O=[N+]([O-])c1cc(S(=O)(=O)/N=C(/c2ccccc2)N2CCOCC2)ccc1Cl	-4	93	-14	-0.5	-5	-11	102	1	10
O=C(COC(=O)c1ccccc1Nc1ccccc1)Nc1ccccc1	-3	96	-3	12	-13	-2	98	-2	31

Compound profiles, from the list above. Order of screens: GalR3 antag	MEKK2 WT-MEK5	FID counter	CRFR2-BP ag	CRFR2-BP antag	MEKK2 mut-MEK5	MEKK3 PB1 HTS	HCV NS3 hel inh	SUMO HTRF inh
Cc1ccc(SCC(=O)N=C2NC(=O)CS2)cc1 is entered as -9	102	1	1.8	-5	-1	97	6	9
O=C(COC(=O)c1ccccc1Nc1ccccc1)Nc1ccccc1 is entered as -3	96	-3	12	-13	-2	98	-2	31
CCOC(=O)c1c(C)n(C)c2ccc(OC)c([N+](=O)[O-])c12 is entered as -6	93	0	0.8	32	-6	96	-1	20

Only part of the results is shown; rates above refer to the full screens.
